AmpC inh det – blocks E. coli AmpC beta-lactamase in presence of detergent. P00811. purified AmpC, nitrocefin hydrolysis with detergent. Potency, µM (doses to about 28.7 µM), inactives show top-dose activity change, negative = inhibition. actives 0.09% (n = 71,000). AID 584; active means well fitted curve in the direction sought with a large enough effect
Target sequence (P00811 whole entry, looked up): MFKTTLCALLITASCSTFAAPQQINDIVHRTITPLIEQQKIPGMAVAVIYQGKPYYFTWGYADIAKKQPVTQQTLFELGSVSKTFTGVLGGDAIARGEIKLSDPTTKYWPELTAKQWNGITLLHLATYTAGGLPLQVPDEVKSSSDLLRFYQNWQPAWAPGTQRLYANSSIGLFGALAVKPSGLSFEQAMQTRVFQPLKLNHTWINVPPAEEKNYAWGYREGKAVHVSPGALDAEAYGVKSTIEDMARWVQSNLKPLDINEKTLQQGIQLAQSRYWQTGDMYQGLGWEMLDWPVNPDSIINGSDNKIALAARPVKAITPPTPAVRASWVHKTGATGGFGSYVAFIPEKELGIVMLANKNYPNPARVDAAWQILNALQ
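E. coli AmpC (5.3 nM) in 20 mM phosphate pH 7.0 with 0.01% Triton X-100, preincubated 15 min RT with compound; nitrocefin (2 uL of 800 uM stock) hydrolysis followed by 480 nm absorbance every 20 s over 4 min.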
The depositor's hits bear a star; & = joins results of further samples; [ ] = another dose, or the depositor's remark. On the % scale 0 is the no-effect control and ±100 the full control effect; potency means the concentration at half of the fitted maximal effect.

What do the screens show for `Cc1c(OCc2nn[nH]n2)ccc2c3c(c(=O)oc12)CCCC3`?
AmpC inh det: -4%

Results for O=C(COC(=O)CCc1c[nH]c(=O)[nH]1)Nc1cccc(Cl)c1 ?
AmpC inh det: -1%

What do the screens show for `COC(=O)c1ccc(C(NC(=O)OCc2ccccc2)/C(=C/[C@@H](C)C(=O)NCc2ccc(OC)c(OC)c2)c2cccnc2)cc1` (stereo partly drawn)?
AmpC inh det: 16%

Results for CCC(C)(C(=O)NC1CCCC1)N(Cc1ccco1)C(=O)c1ccccn1 (stereo not drawn) ?
AmpC inh det: 6%

How did Cc1onc(-c2ccccc2Cl)c1C(=O)Nc1cccc2cccnc12 do in these assays?
AmpC inh det: -1%

What do the screens show for `O=C(c1ccccc1Oc1nnnn1-c1ccccc1)N1CCOCC1`?
AmpC inh det: -3%

Results for CC1Cc2nc(SCC(=O)Nc3ccc4c(c3)OCO4)n(CCc3ccccc3)c(=O)c2S1 (stereo not drawn) ?
AmpC inh det: 9%

What do the screens show for `O=C(COC(=O)C1CCN(S(=O)(=O)c2cccs2)CC1)c1cc2ccccc2o1`?
AmpC inh det: -2%

Results for CCN(CC)C(=O)CSc1nnc(-c2cccc(OC)c2)o1 ?
AmpC inh det: 4%

What do the screens show for `CC(=O)Nc1nonc1NC(=O)CSc1ccccn1`?
AmpC inh det: -5%

Results for COC1=CC(=O)O[C@@H](/C=C/c2ccc3c(c2)OCO3)C1 ?
AmpC inh det: 23%

Results for CC(c1ccccc1)n1cc(C(=O)NCc2cccnc2)nn1 (stereo not drawn) ?
AmpC inh det: 9%

Results for COc1ccc(-c2nc3ncccn3c2Nc2ccc3c(c2)OCCO3)cc1 ?
AmpC inh det: -4%

How did Cc1cc(C)cc(N2C(=O)C3C4C=CC(C4)C3C2=O)c1 (stereo not drawn) do in these assays?
AmpC inh det: -2%

Results for O=C(c1cc2nc(-c3ccco3)cc(C(F)(F)F)n2n1)N1CCN(c2ccccc2)CC1 ?
AmpC inh det: 7%

Results for Cc1ccc(S(=O)(=O)N2CCC(C(=O)Nc3nnc(-c4ccco4)s3)CC2)cc1 ?
AmpC inh det: -5%

What do the screens show for `COc1ccc(C2(C(=O)NC(C)C)CCCC2)cc1OC`?
AmpC inh det: -3%

What do the screens show for `O=c1c2ccccc2c(C=NCCO)c(O)n1-c1ccccc1`?
AmpC inh det: -1%

What do the screens show for `COc1ccccc1CN1CC(C(=O)NCC2CCCO2)CC1=O` (stereo not drawn)?
AmpC inh det: -3%

How did O=C1NC(=O)C(c2ccccc2)(c2ccccc2)N1 do in these assays?
AmpC inh det: 7%&-2%

What do the screens show for `O=C(COc1ccccc1)N1CCN(CC2CC3C=CC2C3)CC1` (stereo not drawn)?
AmpC inh det: 16%

What do the screens show for `O=C(O)COCc1nc2ccccc2[nH]1`?
AmpC inh det: -1%

Results for COc1cccc2cc3c(=O)n(-c4ccccc4)nc-3oc12 ?
AmpC inh det: 11%

How did CCCC(O)(CCN(C)C)c1ccc(OC)cc1 (stereo not drawn) do in these assays?
AmpC inh det: -1%

Results for Cc1ccccc1CSCCNC(=O)CN(c1ccc2c(c1)OCO2)S(C)(=O)=O ?
AmpC inh det: -6%

How did O[C@@H](c1cc([C@@]23C[C@H]4CC[C@@H]2C[C@H](C4)C3)nc2c(Cl)cc(Cl)cc12)[C@@H]1CCCCN1 do in these assays?
AmpC inh det: -3%[5.75 µM]

How did Cc1nc2nc(-c3ccccc3)[nH]n2c(=O)c1Cc1ccccc1 do in these assays?
AmpC inh det: -4%

What do the screens show for `O=c1c(CCc2ccccc2)nc2cnc(N3CCNCC3)nc2n1Cc1cccs1`?
AmpC inh det: 19%

How did COc1ccccc1NC(=O)CN(C)S(=O)(=O)c1ccc(F)cc1 do in these assays?
AmpC inh det: -7%

What do the screens show for `Cc1cccn2c(=O)c3cc(C(=O)NCCCN4CCOCC4)n(C)c3nc12`?
AmpC inh det: 15%

Results for COc1ccc(C(=O)CSc2nnc(-c3ccc(C)cc3)o2)cc1 ?
AmpC inh det: -3%

Results for Cc1cc(C(=O)CSc2nncs2)c(C)n1-c1c(C)n(C)n(-c2ccccc2)c1=O ?
AmpC inh det: -2%

Results for CCn1cc(C(=O)NCC2CCCO2)c(=O)c2cc(S(=O)(=O)N(C)C)ccc21 (stereo not drawn) ?
AmpC inh det: 13%

Results for Cc1ccc2[nH]c(=O)c(CN(CCCN3CCOCC3)C(=O)Nc3cccc(Cl)c3)cc2c1 ?
AmpC inh det: -4%

What do the screens show for `COc1ccc(NS(=O)(=O)c2cc(C)ccc2C)cc1`?
AmpC inh det: -6%

What do the screens show for `Cn1cccc1Cc1nnc(SCC(=O)NCC2CCCO2)n1CCc1ccccc1` (stereo not drawn)?
AmpC inh det: -1%

How did COc1ccc2sc(C)nc2c1NC(C)=O do in these assays?
AmpC inh det: 2%

What do the screens show for `O=C(Nc1ccccc1)N(C1=NCCCCS1)c1ccccc1`?
AmpC inh det: -1%

What do the screens show for `CC(=O)/C(C[N+]1(C)CCCCC1)=N\O`?
AmpC inh det: 0%

How did COCCN1Cc2cccc(C(=O)Nc3c(C)cc(C)cc3C)c2C1=O do in these assays?
AmpC inh det: 1%

What do the screens show for `CN(C)S(=O)(=O)c1ccc2c(c1)C(CC(=O)O)NC2=O` (stereo not drawn)?
AmpC inh det: 2%

What do the screens show for `Cc1noc(C)c1S(=O)(=O)N1CCCC(C(=O)NCCC2=CCCCC2)C1` (stereo not drawn)?
AmpC inh det: -1%

Results for O=C(c1cn(-c2ccccc2)nc1-c1ccccc1)N1CCOCC1 ?
AmpC inh det: -1%

Results for C[C@H](CO)NC(=O)[C@@H]1C[C@H]1[C@@H](NP(=O)(c1ccccc1)c1ccccc1)c1ccccc1 ?
AmpC inh det: 0%

How did CCn1c(SCC(=O)Nc2cc(F)ccc2C)nnc1-c1ccccc1O do in these assays?
AmpC inh det: -2%

2 compounds drawn at random from the list so far, as already listed:
How did COCCN1Cc2cccc(C(=O)Nc3c(C)cc(C)cc3C)c2C1=O do in these assays?
AmpC inh det: 1%

Results for COc1ccc(C(=O)CSc2nnc(-c3ccc(C)cc3)o2)cc1 ?
AmpC inh det: -3%

The results go on.
How did COc1cccc(NC(=O)CSc2nc3n[nH]c(C)c3c(=N)n2-c2cccc(OC)c2)c1 do in these assays?
AmpC inh det: -4%

How did COc1ccc2c(c1)N(C(=O)CSc1n[nH]c(C)n1)C(C)(C)C=C2C do in these assays?
AmpC inh det: -8%

How did O=C(Oc1ccccc1)N1CCC2(CC1)CCN(c1ccncc1)CC2 do in these assays?
AmpC inh det: -2%

How did COc1ccc(N2CSC3=C(C#N)C(c4ccc(OC)c(OC)c4)CC(=O)N3C2)c(OC)c1 (stereo not drawn) do in these assays?
AmpC inh det: 3%

How did C=CCNC(=O)C1CC(c2cccc(OC)c2)=NO1 (stereo not drawn) do in these assays?
AmpC inh det: -4%

How did CCc1cccc(NC(=O)Nc2cccs2)c1 do in these assays?
AmpC inh det: -7%

How did COc1ccccc1NC(=O)C(C)NS(=O)(=O)c1ccccc1 (stereo not drawn) do in these assays?
AmpC inh det: -3%

How did O=C(c1cccnc1)N1CCC(c2nc3ccccc3[nH]2)CC1 do in these assays?
AmpC inh det: -6%

How did COc1ccc(CNc2ccc(-c3ccc(OC)cc3)nn2)cc1 do in these assays?
AmpC inh det: 2%

How did COc1cccc(CNC(=O)CCNS(=O)(=O)c2cccs2)c1 do in these assays?
AmpC inh det: -3%

Results for O=c1/c(=C/c2cccc3ccccc23)sc2ncnn12 ?
AmpC inh det: -3%

What do the screens show for `CC(=O)N1CC[N+](C)(C)CC1`?
AmpC inh det: -1%

What do the screens show for `CN(C(=O)C(Cl)Cl)c1ccc(OC(=O)c2ccco2)cc1`?
AmpC inh det: 0%[12.8 µM]

How did O=C(c1cccs1)N(Cc1nc2sc3c(c2c(=O)[nH]1)CCCC3)C1CCCC1 do in these assays?
AmpC inh det: 14%

How did CC(NC(=O)Cn1ccsc1=N)C12CC3CC(CC(C3)C1)C2 (stereo not drawn) do in these assays?
AmpC inh det: -7%

For convenience, three of the compounds above:
How did COc1cccc(CNC(=O)CCNS(=O)(=O)c2cccs2)c1 do in these assays?
AmpC inh det: -3%

Results for O=c1/c(=C/c2cccc3ccccc23)sc2ncnn12 ?
AmpC inh det: -3%

What do the screens show for `CC(=O)N1CC[N+](C)(C)CC1`?
AmpC inh det: -1%

Continuation.
Results for Cn1c(=O)c2[nH]c(CCCCC(=O)O)nc2n(C)c1=O ?
AmpC inh det: -1%[5.75 µM]

How did CCNC(=O)CCCOc1ccc(Cl)cc1Cl do in these assays?
AmpC inh det: 1%

How did O=C(c1ccco1)N1CCN(C(c2ccccc2F)c2nnnn2Cc2cccs2)CC1 (stereo not drawn) do in these assays?
AmpC inh det: -4%

Results for Cc1cc(C(=O)CSc2nc3ccccc3c(=O)[nH]2)c(C)n1C ?
AmpC inh det: -1%

How did CCn1c(SCC(=O)Nc2cccc(NC(C)=O)c2)nnc1C(C)C do in these assays?
AmpC inh det: -2%

How did CCC(C)(C(=O)NC1CCCC1)N(C(=O)c1cnccn1)c1c(C)n(C)n(-c2ccccc2)c1=O (stereo not drawn) do in these assays?
AmpC inh det: 2%

What do the screens show for `COC(=O)c1c(C)oc(C)c(C(=O)OC)c1=O`?
AmpC inh det: 1%

How did CC1CC(N(C(=O)C2CC2)c2ccccc2)c2ccccc2N1C(=O)C1CC1 (stereo not drawn) do in these assays?
AmpC inh det: 2%

Results for CCCc1nnc(NC(=O)CC(=O)OCC)s1 ?
AmpC inh det: -2%

How did Cc1cc2oc(=O)c3c(c2cc1OC(=O)c1ccco1)CCCC3 do in these assays?
AmpC inh det: -1%

Results for Cc1cccc(NC(=O)COc2ccccc2)c1 ?
AmpC inh det: -4%

Results for Cc1csc2nnc(N)n12 ?
AmpC inh det: 9%

What do the screens show for `CC(C)(C)Oc1ncc(Br)c(OC(C)(C)C)n1`?
AmpC inh det: -2%

How did CC(=O)NCCn1c(SCC(=O)OCc2ccccc2)nc2ccccc2c1=O do in these assays?
AmpC inh det: -2%

Results for CC(C)Cc1nc2oc3c(N4CCN(C)CC4)ncnc3c2c2c1CCCC2 ?
AmpC inh det: -3%

Molecules above that have a COOH group:
What do the screens show for `O=C(O)COCc1nc2ccccc2[nH]1`?
AmpC inh det: -1%

What do the screens show for `CN(C)S(=O)(=O)c1ccc2c(c1)C(CC(=O)O)NC2=O` (stereo not drawn)?
AmpC inh det: 2%

Results for Cn1c(=O)c2[nH]c(CCCCC(=O)O)nc2n(C)c1=O ?
AmpC inh det: -1%[5.75 µM]

(continued)
How did COc1ccc(-c2cc(NCc3ccccn3)n3ncnc3n2)cc1 do in these assays?
AmpC inh det: -1%

How did N#Cc1cccc(-c2nc(NCc3cccs3)c3ccccc3n2)c1 do in these assays?
AmpC inh det: 6%

How did CS(=O)(=O)N1CCC2(CCCN(c3ncccn3)C2)CC1 do in these assays?
AmpC inh det: -2%

What do the screens show for `COc1ccc(OC)c(-n2c(-c3cccc(O)c3)n[nH]c2=S)c1`?
AmpC inh det: 3%

Results for CN(c1ccc(C(=O)N2CCc3ccccc3C2)cc1)S(C)(=O)=O ?
AmpC inh det: -5%

What do the screens show for `Cn1nnc(NC(=O)c2cccc(F)c2)n1`?
AmpC inh det: 4%

What do the screens show for `CCOC(=O)C1CCN(c2ncnc3c2[nH]c2cccc(OC)c23)CC1`?
AmpC inh det: 3%

Results for CCOC(=O)CCc1c(C)c2ccc(OCC(=O)OC(C)C)cc2oc1=O ?
AmpC inh det: -2%

What do the screens show for `CC(=O)c1ccc(Oc2cc(C)nc(-n3nc(C)cc3C)n2)cc1`?
AmpC inh det: 5%

Results for COc1cccc(-n2c(SCC(=O)NC3CCCCC3)nc3n[nH]c(C)c3c2=N)c1 ?
AmpC inh det: 3%

What do the screens show for `COc1cc(C(=O)NC2=NCCS2)ccc1OCc1c(C)noc1C`?
AmpC inh det: -2%

Results for COc1ccc(CNC(=O)C2CCCN(S(=O)(=O)c3cnc[nH]3)C2)cc1 (stereo not drawn) ?
AmpC inh det: 10%

What do the screens show for `Cc1ccc(C(c2nnnn2Cc2cccs2)N2CCN(C(=O)c3ccco3)CC2)cc1` (stereo not drawn)?
AmpC inh det: -1%

What do the screens show for `COC(=O)c1[nH]c2ccc(C)cc2c1NC(=O)CN1CCC(C)CC1`?
AmpC inh det: -3%

How did S=c1[nH]nc(COc2ccc(Cl)cc2)o1 do in these assays?
AmpC inh det: 14%

How did O=C(Cc1ccc(S(=O)(=O)N2CCCC2)s1)Nc1nc2c(s1)CCCC2 do in these assays?
AmpC inh det: -5%

Results for Nn1c(SCC(=O)Nc2ccc3c(c2)OCCO3)nnc1-c1ccccn1 ?
AmpC inh det: -3%

Results for O=C(CNC(=O)c1ccccc1)NC1(C(=O)NC2CCCC2)CCCCC1 ?
AmpC inh det: 1%

Results for Cc1onc(-c2ccccc2)c1C(=O)Nc1cc(C(F)(F)F)ccc1N1CCOCC1 ?
AmpC inh det: 0%

What do the screens show for `Cc1ccc(C)n1-n1c(C)nc2sc3c(c2c1=O)CCCCC3`?
AmpC inh det: -1%

What do the screens show for `COc1ccc(N2CCN(C(CNC(=O)C3CCCCC3)c3cccnc3)CC2)cc1` (stereo not drawn)?
AmpC inh det: -3%

Results for O=C(Nc1nc(-c2ccc3c(c2)OCO3)cs1)c1ccncc1 ?
AmpC inh det: 8%

What do the screens show for `CCCc1nnc(NC(=O)CCC(=O)N2CCCCC2CC)s1` (stereo not drawn)?
AmpC inh det: -3%

What do the screens show for `COc1cccc(NC(=O)Nc2cccs2)c1`?
AmpC inh det: -12%

Results for COc1ccc(S(=O)(=O)N2CCc3ccccc32)cc1C(=O)OCc1nnc(-c2ccccc2)o1 ?
AmpC inh det: 7%

Results for Cc1nc(N2CCOCC2)c2nc(-c3ccccc3)n(CCCN3CCOCC3)c2n1 ?
AmpC inh det: 12%

What do the screens show for `CCOc1ccc(N(CC(=O)N2CCN(c3ccccc3)CC2)S(=O)(=O)c2c(C)noc2C)cc1`?
AmpC inh det: 11%

Only part of the results is shown; count on the stated rates, not on these rows.
